Assay outcomes deposited in PubChem by NCI.
All columns: NCI-60 one-dose screen, growth in % after 48 h at 10 µM unless noted; 100 = growth as untreated, 0 = no growth, -100 = all killed.
NCI-H322M – NCI-H322M lung cancer | hit rate 2.7% among 80,000 | AID 1794733
HCT-116 – HCT-116 colon cancer. hit rate 7.3% among 82,000
SW-620 – SW-620 colon cancer; hit rate 5.2% among 82,000; AID 1794795
COLO 205 – COLO 205 colon cancer; hit rate 7.3% among 79,000; AID 1794742
KM12 – KM12 colon cancer cells. AID 1794800. hit rate 5% among 82,000
HCT-15 – HCT-15 colon cancer. hit rate 5.2% among 82,000
SNB-75 – SNB-75 CNS cancer; AID 1794750; hit rate 5% among 79,000
HCC-2998 – HCC-2998 colon cancer; hit rate 4.7% among 79,000
HT29 – HT29 colon cancer; hit rate 7.4% among 81,000; AID 1794748
* marks the source's active call; other numbers are inactive results; . = not tested or not shown; & = joins results of further samples. The calls were made as follows: active = growth percent below 10; inactive = the rest.

Each structure is followed by: NCI-H322M | HCT-116 | SW-620 | COLO 205 | KM12 | HCT-15 | SNB-75 | HCC-2998 | HT29
1. N#Cc1ncc(-c2ccc(C(F)(F)F)cc2)c(NCCCC(F)(F)C(F)(F)C(F)(F)C(F)(F)C(F)(F)C(F)(F)C(F)(F)C(F)(F)F)n1
→ 111 | 106 | 102 | 112 | 106 | 104 | 86 | . | 103
2. COc1ccc(C(=O)c2cc(C)c(OC)c(C)c2)c(OC)c1NC(C)=O
→ 43 | 8.1* | 21 | -6.0* | 8.1* | 16 | 56 | 14 | 3.2*
3. COc1ccccc1C1CC(c2ccccc2)=NN1C(=O)c1ccc(S(C)(=O)=O)cc1 (configuration not stated)
→ 94 | 100 | 106 | 116 | 96 | 101 | 90 | 109 | 83
4. COc1c2c(cc3c1C(=O)N[C@@H]1[C@@H](O)[C@@H](O)[C@H](O)C[C@@H]31)OCCO2
→ 93 | 102 | 104 | 103 | 99 | 102 | 99 | 106 | 106
5. CC(C)N(CCNc1nc(C(Cl)(Cl)Cl)nc2cc(Cl)ccc12)C(C)C
→ 33 | -91* | -31* | -90* | -79* | -38* | 8.3* | -50* | -33*
6. CCN1C(=O)N(CC)C2Nn3c(s/c(=C\c4cnc(C)n4C)c3=O)=NC21 (configuration not stated)
→ 91 | 104 | 93 | 100 | 103 | 100 | 79 | 100 | 104
7. N#CC(NC(N)=O)c1ccccc1 (configuration not stated)
→ 102 | 91 | 106 | 106 | 96 | 97 | 96 | 93 | 91
8. c1ccc(N2N=C(c3cccc(Nc4ccncc4)c3)CC2c2ccc3c(c2)OCO3)cc1 (configuration not stated)
→ 43 | 63 | -54* | -53* | 8.3* | -26* | 5.7* | 0.4* | 6.7*
9. Cc1ccc(NC(=O)CCC(=O)NS(=O)(=O)c2ccc(C)cc2)cc1
→ 101 | 100 | 104 | 109 | 106 | 102 | . | 117 | 103
10. COc1ccc2c(c1)sc1nc3nc4sc5cc(Cl)c(Cl)cc5n4c(=N)c3c(=N)n12
→ 112 | 103 | 100 | 118 | 110 | 126 | 63 | 120 | 105
11. CCC(=O)Oc1ccc(OC)cc1
→ 96 | 107 | 102 | 110 | 106 | 105 | 91 | 114 | 105
12. CCOC(=O)c1cn2c3c(cccc3c1=O)C(=O)CC2
→ 84 | 99 | 102 | 98 | 102 | 100 | . | 90 | 96
13. O=C(Cn1cnc2c(cc(-c3ccccc3)n2-c2ccncc2)c1=O)Nc1ccccc1
→ 130 | 94 | . | 109 | 111 | 112 | 77 | 101 | 111
14. COc1cc2c(Nc3ccc(S(N)(=O)=O)cc3)ncnc2c(OC)c1OC
→ . | 108 | 96 | 89 | 99 | 98 | 89 | 98 | 105
15. CCOC(=O)C(=CNc1ccc2n[nH]nc2c1)C(=O)OCC
→ 94 | 97 | 112 | 110 | 108 | 102 | 102 | 95 | 105
16. COc1ccc(OC)c(/C=C/C(=O)c2cc(C(=O)c3ccc(Br)cc3)n3ccc(C)cc23)c1
→ 91 | 81 | 77 | 103 | 64 | 58 | 62 | 92 | 88
17. CCn1c(Sc2nnc(/N=C3\NC(=O)/C(=C/c4ccc(OC)cc4)S3)s2)nc2c1c(=O)n(C)c(=O)n2C
→ 104 | 97 | 98 | 103 | 101 | 111 | 100 | 108 | 103
18. CC1=NN(c2ccccc2)C(=O)C1CCC#N (configuration not stated)
→ . | 104 | 109 | 113 | 104 | 97 | 94 | 108 | 105
19. CC(C)=CCC/C(C)=C\C(N)=O
→ 101 | 103 | 109 | 139 | 111 | 108 | 90 | 101 | 103
20. COc1ccc(COc2ccc(Nc3nc(N)nc4[nH]c5ccc(O)cc5c34)cc2)cc1
→ 99 | 61 | 83 | 95 | 75 | 79 | 91 | 98 | 81
21. CC(C#N)(CCc1ccccn1)CCc1ccccn1
→ 147 | 100 | 115 | 96 | 107 | 95 | 90 | 103 | 105
22. COc1ccc(C2SCC(=O)N2NC(=O)C(O)(c2ccccc2)c2ccccc2)cc1 (configuration not stated)
→ 84 | 84 | 104 | 115 | 92 | 96 | 97 | . | 91
23. O=c1[nH]cccc1[N+](=O)[O-]
→ 111 | 92 | 102 | 137 | 115 | 116 | 93 | 90 | 104
24. COc1ccc(S(=O)(=O)N2CCN(c3cc4c(cc3F)c(=O)c(C(=O)O)cn4C3CC3)CC2)c(OC)c1
→ 92 | 102 | 105 | 105 | 91 | 97 | 86 | 118 | 113
25. O=C1CCC(C(=O)NNc2c(F)c(F)c(F)c(F)c2F)N1 (configuration not stated)
→ 106 | 105 | 106 | 108 | 106 | 100 | 100 | 111 | 109
26. C[C@H](NC(=O)[C@@H]1CSSC[C@@H](NC(=O)c2nc3ccccc3cc2O)C(=O)NCC(=O)N1C)c1ccccc1
→ 77 | 13 | -35* | -64* | 20 | 42 | 80 | 55 | -28*
27. CC1=CC(=O)C(/C(C)=N/NC(=O)c2ccccc2NC(=O)c2ccc(F)cc2)C(=O)O1 (configuration not stated)
→ 92 | 98 | 104 | 106 | 102 | 99 | 93 | 94 | 85
28. O=C(CSc1nc2c(c(=O)[nH]1)CCCC2)NNC(=O)c1ccccc1Cl
→ 106 | 107 | 110 | 119 | 101 | 112 | 90 | 113 | 119
29. N=C1C(c2nc3ccccc3s2)=C(O)CN1c1cc(Cl)cc(Cl)c1
→ 89 | 46 | 55 | 91 | 65 | 39 | 128 | 86 | 83
30. Nc1c(I)cc(CC(=O)O)cc1I
→ 103 | 97 | 102 | 109 | 107 | 105 | 100 | 103 | 102

Later entries
Each structure is followed by: NCI-H322M | HCT-116 | SW-620 | COLO 205 | KM12 | HCT-15 | SNB-75 | HCC-2998 | HT29
31. CCOc1cc(/C=N/N=C(N)N)ccc1O
→ 124 | 104 | 108 | 110 | 110 | 121 | 108 | 120 | 115
32. CC1=C(C(=O)OCC(C)C)C(c2cccc(C#N)c2)C(C(=O)OCC(C)C)=C(C)N1
→ 91 | 67 | 102 | 101 | 76 | 69 | 68 | 99 | 87
33. O=C(Nn1c2c(sc1=NC1CC1)C(=O)c1ccccc1C2=O)c1cc2ccc1CCc1ccc(cc1)CC2
→ 96 | -9.1* | 18 | 96 | 35 | 2.8* | -10* | 61 | 108
34. CCOC(=O)c1c(C)[nH]c(Cc2[nH]c(C)c(C(=O)OCC)c2C)c1C
→ 93 | 101 | 98 | 96 | 83 | 88 | 82 | 106 | 102
35. O=C1CC(=O)Nc2ccccc2N1
→ 104 | 105 | 113 | 101 | 107 | 108 | 63 | 98 | 98
36. C[C@H]1[C@H](C)CC[C@]2(C(=O)OCCOCCOCC[P+](c3ccccc3)(c3ccccc3)c3ccccc3)CC[C@]3(C)C(=CC[C@@H]4[C@@]5(C)CC[C@H](OC(=O)C(Cl)Cl)C(C)(C)[C@@H]5CC[C@]43C)[C@H]12
→ 28 | -36* | 12 | -7.1* | 7.1* | 17 | 20 | 19 | 3.8*
37. Cc1cc(C(=O)CC(=O)C(F)(F)C(F)(F)C(F)(F)F)c(C)s1
→ 115 | 104 | 104 | 117 | 103 | 102 | 96 | 104 | 103
38. COc1ccc(N/N=C2\CCCc3ccccc3C2=O)cc1
→ 114 | 79 | 94 | 114 | 93 | 79 | 97 | 97 | 87
39. O=C(O)c1nc(-c2cccc(Cl)c2)nc2ccccc12
→ 105 | 101 | 99 | 113 | 100 | 98 | 74 | 106 | 110
40. CC(C)OC(=S)SSC(=S)OC(C)C
→ 117 | 97&106 | 107&98 | 104&108 | 107&106 | 103&98 | 101&91 | 110&116 | 102&99
41. COC(=O)c1c(O)cc(OC)cc1O
→ 103 | 111 | 100 | 112 | 110 | 102 | 89 | 126 | 106
42. Cc1nc(N)[nH]c(=O)c1CCC#N
→ 108 | 98 | 107 | 98 | 102 | 104 | 94 | 105 | 99
43. O=C1C2C3C=CC(C3)C2C(=O)N1c1cccc(O)c1 (configuration not stated)
→ 103 | 103 | 112 | 109 | . | 99 | 95 | 108 | 101
44. COc1cc(C2=NN(c3ccc(S(N)(=O)=O)cc3)C(c3ccc(Cl)cc3)C2)cc(OC)c1OC (configuration not stated)
→ 67 | 23 | 44 | 49 | 38 | 43 | 41 | 46 | 32
45. COc1ccc2[nH]c(=O)cc(NNC(=S)Nc3ccccc3)c2c1
→ 98 | 100 | 100 | 95 | 96 | 102 | 88 | 109 | 108
46. O=C(Nc1ccc(Cl)c(C(F)(F)F)c1)Nc1ccc2c(ccn2C(=O)c2cccc(F)c2)c1
→ 73 | 20 | 41 | 25 | 11 | 17 | 55 | 44 | 40
47. Cn1nc(N)c2ncc(-c3ccc(Cl)cc3)nc21
→ 88 | 108 | 110 | 95 | 103 | 98 | 74 | 95 | 92
48. CC(C)(C)c1cc(Br)c(O)c(CNCCO)c1
→ 115 | 102 | 88 | 114 | 109 | 104 | 92 | 108 | 87
49. CNC(=O)c1cc(N2CCc3cc(NC(=O)Nc4ccc(N5CCOCC5)c(C(F)(F)F)c4)ccc32)ccn1
→ 56 | 2.5* | 35 | 27 | 11 | 5.5* | 39 | 22 | 29
50. O=C(/C(=N/Nc1ccccc1)c1ccccc1)c1ccccc1
→ 101 | 82 | 98 | 117 | 102 | 89 | 76 | 108 | 93
51. Cn1cc(S(=O)(=O)NC2=CN3CC=CC3CC2=O)cn1 (configuration not stated)
→ 111 | 95 | 109 | 106 | 101 | 106 | 93 | 107 | 84
52. Cc1ccc(CN(C2CCS(=O)(=O)C2)S(=O)(=O)c2ncsc2-c2ccccc2)cc1 (configuration not stated)
→ 103 | 103 | 112 | 120 | 102 | 98 | 107 | 118 | 108
53. CN1CCN(Cc2ccc(NC(=O)c3nc4ccc5[nH]ncc5c4c4c3CCC4)cc2C(F)(F)F)CC1
→ -51* | -94* | -56* | -43* | -80* | . | 96 | -10* | -66*
54. COc1cc(C(=O)Nc2ccc3c(c2)OCO3)cc2c1OCCO2
→ 96 | 95 | 95 | 119 | 93 | 98 | 84 | 103 | 95
55. C=C(CNCCc1ccc(O)cc1)[C@@H]1CC[C@]2(CO)CC[C@]3(C)[C@H](CC[C@@H]4[C@@]5(C)CCC(N)C(C)(C)[C@@H]5CC[C@]43C)[C@@H]12 (some centres not stated)
→ -54* | -66* | -82* | -72* | -61* | -79* | -98* | -89* | -50*

Of the compounds above, these have an NH in an aromatic ring.
Each structure is followed by: NCI-H322M | HCT-116 | SW-620 | COLO 205 | KM12 | HCT-15 | SNB-75 | HCC-2998 | HT29
15. CCOC(=O)C(=CNc1ccc2n[nH]nc2c1)C(=O)OCC
→ 94 | 97 | 112 | 110 | 108 | 102 | 102 | 95 | 105
20. COc1ccc(COc2ccc(Nc3nc(N)nc4[nH]c5ccc(O)cc5c34)cc2)cc1
→ 99 | 61 | 83 | 95 | 75 | 79 | 91 | 98 | 81
23. O=c1[nH]cccc1[N+](=O)[O-]
→ 111 | 92 | 102 | 137 | 115 | 116 | 93 | 90 | 104
28. O=C(CSc1nc2c(c(=O)[nH]1)CCCC2)NNC(=O)c1ccccc1Cl
→ 106 | 107 | 110 | 119 | 101 | 112 | 90 | 113 | 119
34. CCOC(=O)c1c(C)[nH]c(Cc2[nH]c(C)c(C(=O)OCC)c2C)c1C
→ 93 | 101 | 98 | 96 | 83 | 88 | 82 | 106 | 102
42. Cc1nc(N)[nH]c(=O)c1CCC#N
→ 108 | 98 | 107 | 98 | 102 | 104 | 94 | 105 | 99
45. COc1ccc2[nH]c(=O)cc(NNC(=S)Nc3ccccc3)c2c1
→ 98 | 100 | 100 | 95 | 96 | 102 | 88 | 109 | 108
53. CN1CCN(Cc2ccc(NC(=O)c3nc4ccc5[nH]ncc5c4c4c3CCC4)cc2C(F)(F)F)CC1
→ -51* | -94* | -56* | -43* | -80* | . | 96 | -10* | -66*
